Compound activity deposited in PubChem by Broad Institute.
INS-1E GSIS act = GLuc luminescence reporter in INS-1E cells, primary screen for activators of glucose-dependent secretion of insulin; actives 0.61% (n = 370,000); INS-1E GLuc reporter insulin secretion, 2-3 h; activation, % at 16.6 µM;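 active means lowest replicate activation of at least 40%, so every replicate reaches that level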;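 further: 0% = median of neutral control wells and 100% = median of IBMX positive control wells; some compounds called inactive have numbers as strong as hits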
miR122 inh = miR-122 inhibition in Huh7 cells; Huh7 miR-122 Renilla luciferase sensor, 48 h; neutral wells = 0, positive control = 100; activation (reporter increase), % at 12.5 µM; actives 0.3% (n = 340,000); AID 602342;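 active means mean replicate activation score at least 90 and every replicate individually at or above 90; inconclusive means only one of the two criteria met; inactive means neither criterion met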;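 further: higher luciferase means less miR-122 activity so hits act as miR-122 inhibitors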
CFTR F508del cor = correctors of CFTR F508del function in bronchial epithelial cells. CFBE cells, YFP halide quenching; stimulated with forskolin plus potentiator P3; % fluorescence drop versus neutral controls. activity (quench increase), % at 7.58 µM. actives 0.36% (n = 350,000). AID 720511;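 active means mean added fluorescence quench of at least 8% versus neutral control, with both replicates also reaching 8%; inconclusive means only one of the mean or replicate conditions met; inactive means mean below 8% and not both replicates reaching 8%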;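 further: cells transiently co-express mutant CFTR-F508del with the halide-sensitive YFP; corrector assay measuring rescue of mutant channel to the surface after 24 h compound exposure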
DENV2 CPE = protects cells from dengue virus 2 cytopathic effect; CPE inhibition, % at 9.99 µM; actives 1.7% (n = 350,000); DENV2-infected cells, cytopathic effect rescue, plate reader; in the data active means CPE inhibition above about 20%, passing the limit was not always enough; inconclusive means no clear call, values can overlap the other calls; tested in BHK-21 cells;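 further: 0% = median of neutral control wells and 100% = median of positive control wells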
FN deposit inh = fibronectin deposition inhibition; AID 743247; inhibition, % at 12.6 µM; actives 0.086% (n = 350,000); AH1F fibroblasts, Alexa488-fibronectin deposition fluorescence, overnight;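 active means mean inhibition across replicates of 30% or more, regardless of how many single replicates reach that level; inconclusive means mean under 30% yet at least half of replicates reach 30%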;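 further: positive control wells lacked labelled fibronectin entirely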
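Schedule: 1 h cell adhesion before compound, then overnight fibronectin incubation; test system: AH1F fibroblast monolayer depositing Alexa488-labelled fibronectin into matrix; quantity: 10000 AH1F cells per well; probe or stimulus: fluorescent fibronectin at 24 nM final; signal: fluorescence, ex 485 nm, em 525 nm; evaluation: percent inhibition as loss of matrix-bound fibronectin fluorescence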
EWS-Fli block = blocks EWS/Fli oncoprotein-driven transcription; A673 NR0B1-luciferase reporter, viability-normalised; inhibition, % at 12.6 µM; actives 0.67% (n = 350,000); AID 651661;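 active means mean inhibition of at least 50% after viability correction, with every replicate also passing that limit; inconclusive means mean reaches 50% but only one of two replicates passes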;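 further: firefly luciferase signal divided by Alamar Blue viability fluorescence both relative to DMSO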
PAX8 inh HTS = lowers PAX8-driven luciferase in RMG-I cells; inhibition, % at 12.6 µM; actives 1.2% (n = 360,000); RMG-I TPO-luciferase reporter, SteadyGlo, 24 h;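 active means mean replicate inhibition at least 60% with every replicate also reaching 60%; inconclusive means only one of the two criteria is met; inactive means mean below 60% and not all replicates reaching 60%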;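 further: luciferase light reporting Pax8 driven TPO promoter activity; plate controls were median of neutral control wells for no effect and mitoxantrone controls for full effect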
The depositor's hits bear a star; ? = inconclusive; nt = not tested or not shown; [ ] = remark or other dose.

SMILES	INS-1E GSIS act	miR122 inh	CFTR F508del cor	DENV2 CPE	FN deposit inh	EWS-Fli block	PAX8 inh HTS
CC(C)NC(=O)Nc1ccc2c(c1)C(=O)N([C@@H](C)CO)C[C@H](C)[C@@H](CN(C)CC1CCCCC1)OCCCC[C@H](C)O2	11	13[16.7 µM]	1.4	5	-3	nt	-2
CN(C)c1ccc(/C=C(\C#N)c2ccccn2)cc1	14	-6	nt	nt	8	nt	26
COc1ccc(-c2cc(C(=O)Nc3c(C)nn(Cc4ccccc4)c3C)no2)cc1	0	0	nt	nt	2	nt	nt
Cc1ccc2nc(SCC(=O)Nc3cccnc3Cl)[nH]c2c1	13	-5	-2.5	13	6	-5	4
CN(C)S(=O)(=O)NCCNc1ccc(C(F)(F)F)cc1[N+](=O)[O-]	-7	nt	0.6	-6	17	-11	-24
COc1cc(CO)cc(I)c1O[C@H]1C=C(C(=O)NCCO)C[C@@H](N(C(=O)c2cc3ccccc3oc2=O)C2CCCCCC2)[C@@H]1O	nt	nt	-0.7	-1	nt	-3	-7
O=C(Cn1nc(C(=O)O)c2ccccc2c1=O)Nc1cc(S(=O)(=O)N2CCOCC2)ccc1Cl	17	nt	0.3	-6	3	0	-6
C[C@H]1CN([C@@H](C)CO)C(=O)c2cc(NC(=O)Nc3ccccc3)ccc2O[C@@H]1CN(C)CC1CCCCC1	-14	3[16.7 µM]	0.5	7	-7	0	0
Cc1ccc(/C=C/C(=O)Nc2nnc(SCc3ccc(C#N)cc3)s2)o1	nt	3	nt	-3	0	9	5
COCCNC(=O)Nc1ccc2nc(-c3cccs3)c(-c3cccs3)nc2c1	nt	-8	nt	nt	5	nt	2
CC(=O)N1CCN(S(=O)(=O)c2cccc(C(=O)N3CCN(S(=O)(=O)c4c(C)c(C)cc(C)c4C)CC3)c2)CC1	-11	-4	2.0	?	2	12	28
Cn1cccc1/C=N/N1CCN(Cc2ccccc2)CC1	nt	nt	-3.0	4	-6	-1	-6
CC(C)C(NC(=O)c1ccco1)C(=O)NCc1ccc(C(=O)O)cc1 (stereo not drawn)	-5	2	-3.9	3	0	1	-1
CNC[C@@H]1Oc2ccc(NS(C)(=O)=O)cc2CC(=O)N([C@@H](C)CO)C[C@@H]1C	0	-2[16.7 µM]	-1.8	nt	nt	-6	-12
Nc1ccccc1C(=O)NNc1c2ccccc2nc2ccccc12	-8	10	-3.1	-2	7	-21	-26
CCn1c(=O)c2cc(C(=O)N3CCN(C)CC3)sc2c2ccccc21	nt	nt	1.0	?	7	-10	-1
O=C(Nc1ccc(Oc2ncnc3cc(Cl)ccc23)nc1)c1cccs1	-7	2	-1.2	-1	-27	48	17
C[C@H]1COc2cc(N3CCCCC3)ccc2S(=O)(=O)N1	-3	nt	-3.5	0	-3	-18	-18
CCN(C(=O)CSc1n[nH]c(-c2cc(Cl)ccc2OC)n1)C1CCS(=O)(=O)C1 (stereo not drawn)	11	4	2.8	1	-5	-8	14
CNC(=O)c1nc(C)c(C2(C)CC(c3cccc([N+](=O)[O-])c3)=NO2)s1 (stereo not drawn)	1	-9	-1.1	-10	14	-5	-11

2 compounds drawn at random from those above:
SMILES	INS-1E GSIS act	miR122 inh	CFTR F508del cor	DENV2 CPE	FN deposit inh	EWS-Fli block	PAX8 inh HTS
C[C@H]1COc2cc(N3CCCCC3)ccc2S(=O)(=O)N1	-3	nt	-3.5	0	-3	-18	-18
CCN(C(=O)CSc1n[nH]c(-c2cc(Cl)ccc2OC)n1)C1CCS(=O)(=O)C1 (stereo not drawn)	11	4	2.8	1	-5	-8	14

Compounds above that contain a cyano group (2):
SMILES	INS-1E GSIS act	miR122 inh	CFTR F508del cor	DENV2 CPE	FN deposit inh	EWS-Fli block	PAX8 inh HTS
CN(C)c1ccc(/C=C(\C#N)c2ccccn2)cc1	14	-6	nt	nt	8	nt	26
Cc1ccc(/C=C/C(=O)Nc2nnc(SCc3ccc(C#N)cc3)s2)o1	nt	3	nt	-3	0	9	5

Other entries:
SMILES	INS-1E GSIS act	miR122 inh	CFTR F508del cor	DENV2 CPE	FN deposit inh	EWS-Fli block	PAX8 inh HTS
Cc1cccc(NC(=O)/C(C#N)=C/c2ccc(F)cc2)n1	-14	-6	0.2	3	-3	3	-7
CCOC(=O)CSc1nc(C(C)C)nc2sc(C)c(C)c12	-34	nt	2.9	-3	5	2	5
O=C(Nc1ccc(Nc2ccccc2)cc1)C1CC1	nt	-5	nt	nt	0	nt	-30
Cc1ccc(S(=O)(=O)Nc2cc(C)c(O)cc2C)cc1	8	-3	1.1	7	7	12	-8
Cc1ccc(-n2nc3c(c2NC(=O)/C=C\c2ccc4c(c2)OCO4)CSC3)c(C)c1	-3	3	3.9	5	-8	3	8
CC(=O)N1CCN(C(=O)CCN(c2ccccc2)S(=O)(=O)c2ccc(C)cc2)CC1	4	-1	0.1	-6	-7	-5	-6
O=C(CNC(=O)c1ccccc1F)Nc1ccc2c(c1)CCC2	8	7	-4.5	-3	-6	-58	-136
O=C(CN1CCCCC1)NCC1(c2ccccc2)CCCC1	0	nt	0.4	9	-7	10	-21
Cc1ccn2c(=O)nc(SCC(=O)Nc3ccc4c(c3)OCO4)nc2c1	15	-1	0.3	-16	7	-2	-1
CC(C)CNC(=O)NC(=O)COC(=O)c1cc(F)cc(F)c1	-2	nt	nt	-1	-8	-3	-5
COc1ccc(O)c(CN2CCCC(N3CCN(c4ccc(F)cc4)CC3)C2)c1 (stereo not drawn)	-3	2	0.5	-6	4	7	4
CO[C@@H]1CC[C@@H]2CCOc3ccc(C#N)cc3C(=O)N(C)C[C@@H](c3ccccc3)CC(=O)N(C)C[C@H]1O2	-2	nt	nt	-3	-2	3	-3
CCN(CC)S(=O)(=O)c1cc(NC(=S)NC(=O)C2CCCC2)ccc1C	-33	5	0.4	-2	7	16	26
O=C(CCl)Nc1ccc(Sc2ccc(NC(=O)CCl)cc2)cc1	1	nt	-4.9	-14	-21	66*	88*
C[C@@H]1CN([C@@H](C)CO)C(=O)c2cc(N(C)C)ccc2O[C@H]1CN(C)Cc1ccc(Oc2ccccc2)cc1	-13	-1[16.7 µM]	2.0	-1	9	8	11
CO[C@@H]1CN(C)C(=O)c2ccc(NS(C)(=O)=O)cc2OC[C@H](C)N(Cc2ccccn2)C[C@H]1C	8	nt	-3.4	10	-12	-6	nt
Cc1noc(C)c1S(=O)(=O)N(C)C[C@@H]1Oc2ccc(NC(=O)CCCCCC(=O)Nc3ccccc3N)cc2CC(=O)N([C@H](C)CO)C[C@@H]1C	6	5[16.7 µM]	-0.7	4	-3	13	nt
Cc1ccc(NC2CCCN(C(=O)c3ccc(-n4ccnc4)cc3)C2)cc1C (stereo not drawn)	-3	-1	-1.4	-3	-3	-3	-7
C[C@H]1CN([C@@H](C)CO)C(=O)c2cc(NC(=O)Nc3ccc4c(c3)OCO4)ccc2O[C@@H]1CN(C)C(=O)Nc1ccc(F)cc1	-12	2[16.7 µM]	-1.4	0	nt	-8	4
COc1nc(N(C)C)nc(N(C#N)S(=O)(=O)c2ccc(C)cc2)n1	2	nt	2.6	4	-1	-4	-11
CCN(C[C@H]1[C@@H](c2ccccc2)[C@H](CO)N1C(C)=O)C(=O)c1ccccn1	3	14[16.7 µM]	1.4	-9	-2	-3	-4
CC(=O)NC(c1cccc(F)c1)c1nc(-c2ccc(N(C)C)cc2)cs1 (stereo not drawn)	7	6	-3.0	26*	4	-3	-21
Cc1nc2n(c(=O)c1CCN1CCC(c3noc4cc(F)ccc34)CC1)CCCC2	nt	3	-4.4	4	-9	7	-20
Cc1ccc(CC(=O)OC(C)C(=O)NC2CCCCC2C)cc1C (stereo not drawn)	30	7	-0.6	?	-5	6	5
C/C(=C\C(=O)c1ccc(C)o1)Nc1ccc(C(=O)O)cc1C	nt	0	nt	nt	1	nt	-12
CC(C)CCC1CC(CSC(=N)N)OC1=O (stereo not drawn)	nt	0	nt	nt	-10	nt	0
O=C(NCCN1C(=O)S/C(=C\c2ccc(Cl)cc2Cl)C1=O)C1=COCCO1	4	18	0.3	-7	0	-33	-27
C[C@H]1CN[C@@H](CCO)/C1=C\c1ccccc1	20	-1	-0.6	-1	0	-1	7
CCCNC(=O)C[C@@H]1CC[C@@H]2[C@H](COC[C@H](O)CN2C(=O)Nc2cccc(Cl)c2)O1	-22	4[16.7 µM]	-4.6	12	0	nt	nt
CCOc1ccc(NC(=O)CN2C(=O)NC(CCSC)C2=O)cc1 (stereo not drawn)	2	nt	0.6	-3	2	2	25
O=C(Nc1cccc(-c2ccc(F)cc2)c1)C1CCCN(C(=O)c2cscn2)C1 (stereo not drawn)	0	-7	-0.6	1	0	-9	-9
CCOC(=O)c1sc(N(Cc2ccccc2)C(=O)CCl)nc1C	-19	-6	0.9	6	3	57*	-52
Cc1onc(-c2ccccc2)c1C(=O)N1CCN(c2ccc([N+](=O)[O-])cc2)CC1	-6	-4	-0.7	4	2	12	1
CCCNC(=O)N1CC2(CN(S(=O)(=O)CC)C2)c2c(n(C)c3cc(OC)ccc23)[C@@H]1CO	0	nt	-0.7	-4	nt	5	1
CCOC(=O)c1cnc2c(OC)cccc2c1N1CCN(c2ccccn2)CC1	10	1	4.0	5	8	0	-12
CO[C@@H]1CN(C)C(=O)c2ccc(NC(C)=O)cc2OC[C@@H](C)N(Cc2ccccc2F)C[C@@H]1C	-7	nt	-1.7	10	1	9	7
COc1ccc(/C=N/NC(=O)CN2CCCc3ccccc32)c(OC)c1	nt	8	2.2	-5	11	4	20
OC(COc1ccc(OCC(O)CN2CCCCC2)cc1)CN1CCCCC1 (stereo not drawn)	10	-6	-0.6	2	8	-5	-11
Cc1onc(-c2ccccc2)c1C(=O)NNC(=S)NC(=O)c1ccc(F)cc1	-22	nt	-2.0	nt	0	10	70*
CN1C(=O)c2cc(NS(C)(=O)=O)ccc2OC[C@H]2O[C@H](CC(=O)NCc3ccc(-c4ccccc4)cc3)CC[C@H]21	-6	nt	nt	-2	-5	0	-3
Cc1ccc(CSCCNC(=O)CN(c2cc(C)ccc2C)S(C)(=O)=O)cc1	-23	-6	0.7	-13	-3	2	13
CC(C)NCC(O)COC1C2CC3CC(C2)CC1C3 (stereo not drawn)	14	0	0.3	0	0	3	14
CC(C)NC(=O)N(C)C[C@@H]1Oc2ccc(NC(=O)Nc3ccc(F)cc3)cc2CC(=O)N([C@@H](C)CO)C[C@H]1C	5	2[16.7 µM]	4.1	-3	nt	-8	-11
COc1ccccc1NC(=O)c1ccc(S(=O)(=O)NCc2ccco2)cc1	0	28	-1.6	0	-2	-10	2
O=C(N/N=C/c1ccc(Br)o1)c1cc([N+](=O)[O-])cc([N+](=O)[O-])c1	-5	nt	-0.6	-7	-14	-1	-6
COC(=O)/C=C/c1ccc(-n2cncn2)cc1	2	-2	-4.2	-5	-11	6	12
CN(C(=O)COC(=O)COc1ccc(Cl)cc1Cl)c1c(N)n(Cc2ccccc2)c(=O)[nH]c1=O	-1	nt	0.5	8	9	-4	nt
COc1cccc(CN2CCC2(C)C(=O)Nc2cnc3ccccc3c2)c1F (stereo not drawn)	-15	-3	5.6	-7	1	-7	30
Nc1nc(SCCOc2ccccc2)n[nH]1	10	-2	nt	nt	2	nt	-9
COCOc1cccc(CN2CCC(C)(Oc3ccc(SC)cc3)C2)c1 (stereo not drawn)	-32	nt	-0.4	-1	6	5	3
COc1cccc(N2CCN(c3ccc4nnc(CCC(=O)N5CCN(C)CC5)n4n3)CC2)c1	22	nt	-0.6	-1	17	nt	1
CCN(C[C@H]1N[C@@](Cc2ccccc2)(C(=O)OC)[C@H]2C(=O)N(C)C(=O)[C@@H]12)C(=O)Nc1ccccc1	-5	-4	2.6	-3	5	-4	3
O=C1C2C3c4ccccc4C(c4ccccc43)[C@@H]2C(=O)N1c1ccccn1 (stereo partly drawn)	nt	nt	0.5	?	-2	-4	3
